Screening results (PubChem BioAssay)
DYRK1A inh: blocks rat Dyrk1A kinase activity; Q63470; ADP-Glo luminescence, NFATc1 peptide; inhibition, % at 12.5 µM; 310,000 tested, 0.43% active; AID 504441; in the data active = inhibition above about 50%;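 also: plate controls were vehicle with enzyme for no effect and no enzyme for full effect; many of its hits are not listed in these tables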
PolyA inhibitor: yeast polyadenylation inhibition. S. cerevisiae SKY197-pL101 polyadenylation reporter, beta-gal luminescence; efflux-impaired pdr1/pdr3 knockout yeast; score 100 = 6 SD above DMSO. calls only at 12 µM. 300,000 tested, 0.02% active;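 active = lowest replicate activity score at least 50, where 100 means six control SD above control mean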;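 also: yeast exposed to compound for 9 h at 30 °C; higher score means more reporter readthrough which indicates perturbed polyadenylation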
TRPC4 potent: TRPC4 (mouse) allosteric potentiation; Q9QUQ5; HEK293 TRPC4beta/mu-opioid, DAMGO EC20, Fluo-4 Ca2+ flux; active compounds read high; B-score at 10 µM; 310,000 tested, 0.42% active; AID 2227;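 active = B-score of calcium response area above 5 SD of library B-scores, with initial fluorescence ratio within 5 SD of library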;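 also: B-score of integrated fluorescence ratio over time as area under calcium response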
TRPC4 agonist: activators of mouse TRPC4 channel; 310,000 tested, 0.49% active; B-score at 10 µM; AID 2237; HEK293 TRPC4beta/mu-opioid, Fluo4 calcium fluorescence; active compounds read high;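 active = B-score above 5 SD of library B-scores, and initial fluorescence ratio not above library mean plus 5 SD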;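 also: positive B-score marks a calcium rise read as TRPC4 activation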
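Assay system: HEK293 stable line with TRPC4beta plus mu-opioid receptor; schedule: 45 min room-temperature Fluo4 loading, 110 s read; technique: kinetic Fluo4 calcium fluorescence; evaluation: integrated baseline-normalised fluorescence ratio, converted to per-well B score; controls: buffer (low) and maximal DAMGO (high)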
KCNQ1 inh: inhibitors of human KCNQ1 potassium channel; P51787; AID 2642; 310,000 tested, 1.3% active; CHO-K1 KCNQ1, FluxOR thallium flux fluorescence; active compounds read high; B-score at 10 µM;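 active = compounds whose thallium flux B-score, printed positive for inhibition, exceeds three library SD while starting fluorescence stays within three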;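 also: channel opened by potassium depolarization with thallium stimulus after 20 min compound exposure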
KCNK3 inh: human KCNK3 channel inhibition, primary screen; O14649; CHO-KCNK3 thallium flux, FluxOR fluorescence; active compounds read low; B-score at 10 µM; 340,000 tested, 0.84% active; AID 602410;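 active = B-score under library mean minus 4 SD, starting fluorescence ratio at most library mean plus 5 SD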;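 also: more negative B-score means stronger inhibition of thallium flux through KCNK3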
Platelet DG rel: modulates dense granule release in human platelets; human platelet-rich plasma, SFLLRN dense granule ATP release, luminescence; 300,000 tested, 0.22% active; inhibition, %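 (compounds screened at 7.5 µM in platelet-rich plasma)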;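 active = mean replicate score, as percent of positive control, at or above 50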
KCNQ1 pot: potentiates or activates the human KCNQ1 potassium channel; P51787; CHO-K1 KCNQ1, thallium flux FluxOR fluorescence; active compounds read high; B-score at 10 µM; 310,000 tested, 0.35% active; AID 2648;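 active = fluorescence ratio B-score, a plate-corrected score, at least three library SD, with initial intensity B-score within 5 SD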
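Assay system: stable KCNQ1 CHO-K1 line; medium: assay buffer, equal DMSO in all wells; timing: 90 min dye loading and 20 min compound exposure, both at room temperature; technique: kinetic FluxOR thallium fluorescence, 10-s 1-Hz baseline, 110-s post-stimulus read; read-out basis: B score of baseline-normalized fluorescence ratio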
TRPC4 block: blocks the mouse TRPC4 cation channel. Q9QUQ5. HEK293 TRPC4beta/mu-opioid, DAMGO-evoked Fluo4 calcium flux; active compounds read low. B-score at 10 µM. 300,000 tested, 0.39% active;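 active = B-score over 3 SD under the library average, no early fluorescence shift, positive overall ratio signal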
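Assay system: TRPC4beta/mu-opioid receptor HEK293 cell line; compound dosing: single concentration per test compound; detection: Fluo4 Ca2+ flux fluorescence; evaluation: per-well B score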
KCNK9 inh: blocks the human KCNK9 two-pore domain potassium channel; Q9NPC2; B-score at 10 µM; 310,000 tested, 1.2% active; HEK293 KCNK9, FluxOR thallium flux fluorescence; active compounds read low;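 active = ratio B-score over 3 SD below the library mean, with starting fluorescence within 5 SD of its mean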;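 also: negative B-score means less thallium flux so channel inhibition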
hERG rescue: hERG (human) protection from proarrhythmic block | activation (rescue from dofetilide block), less the hit threshold, % at 10 µM | Q12809 | CHO-hERG, FluxOR thallium flux, dofetilide IC70 present | 310,000 tested, 0.51% active | AID 1511;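 active = activation above the mean of controls blocked by dofetilide plus 5 SD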;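 also: thallium influx through hERG after potassium depolarization seen as dye fluorescence rise; in these data hits start at about 4.7%; inactives centre near -7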
Target sequence (Q12809 whole entry, looked up): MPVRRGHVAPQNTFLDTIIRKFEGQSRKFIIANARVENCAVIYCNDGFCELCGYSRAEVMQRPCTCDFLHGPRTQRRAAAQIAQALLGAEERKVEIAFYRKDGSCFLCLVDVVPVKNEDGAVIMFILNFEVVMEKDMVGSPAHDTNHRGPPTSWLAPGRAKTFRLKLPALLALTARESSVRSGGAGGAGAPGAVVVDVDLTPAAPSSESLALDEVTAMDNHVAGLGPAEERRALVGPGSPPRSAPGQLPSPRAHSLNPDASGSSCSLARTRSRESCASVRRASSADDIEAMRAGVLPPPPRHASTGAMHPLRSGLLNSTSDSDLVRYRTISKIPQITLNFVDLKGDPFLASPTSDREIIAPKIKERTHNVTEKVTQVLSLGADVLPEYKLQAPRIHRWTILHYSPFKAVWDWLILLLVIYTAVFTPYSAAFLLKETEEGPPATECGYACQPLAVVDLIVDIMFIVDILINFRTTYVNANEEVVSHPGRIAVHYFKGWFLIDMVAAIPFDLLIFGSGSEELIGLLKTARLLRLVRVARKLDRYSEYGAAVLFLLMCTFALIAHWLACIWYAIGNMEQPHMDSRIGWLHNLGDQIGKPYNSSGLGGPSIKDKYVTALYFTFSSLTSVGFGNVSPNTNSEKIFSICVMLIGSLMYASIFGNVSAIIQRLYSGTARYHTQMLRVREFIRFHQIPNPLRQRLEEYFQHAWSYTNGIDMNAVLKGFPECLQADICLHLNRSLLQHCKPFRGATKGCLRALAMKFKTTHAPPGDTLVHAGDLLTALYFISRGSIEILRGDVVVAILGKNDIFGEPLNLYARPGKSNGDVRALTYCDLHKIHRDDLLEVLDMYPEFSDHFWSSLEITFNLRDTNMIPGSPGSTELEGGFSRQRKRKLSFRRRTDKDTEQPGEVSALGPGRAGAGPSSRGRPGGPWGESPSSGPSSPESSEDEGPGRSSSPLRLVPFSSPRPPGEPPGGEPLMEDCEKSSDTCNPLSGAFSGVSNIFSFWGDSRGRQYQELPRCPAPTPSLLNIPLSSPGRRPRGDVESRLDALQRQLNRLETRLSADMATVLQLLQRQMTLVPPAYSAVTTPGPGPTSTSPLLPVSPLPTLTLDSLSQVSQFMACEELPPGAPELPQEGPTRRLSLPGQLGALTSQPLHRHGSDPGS
Numbers without * were called inactive; i = inactive; . = not tested or not shown. Some of the compounds tested; the hit share may differ from the screen's.

SMILES	DYRK1A inh	PolyA inhibitor	TRPC4 potent	TRPC4 agonist	KCNQ1 inh	KCNK3 inh	Platelet DG rel	KCNQ1 pot	TRPC4 block	KCNK9 inh	hERG rescue
Cc1ccc(NC(=O)c2cc3c(s2)CCCC3)cc1S(=O)(=O)Nc1ccccc1Cl	-0.5	i	i	i	i	i	3.3	i	i	i	-6.4
Cc1ccc2oc(C(=O)N(Cc3ccncc3)CC3CCCO3)c(C)c2c1 (configuration not stated)	-4.5	i	i	i	i	i	1.3	i	i	i	-11.6
CCOc1ccc(C(=O)Nc2ccc(S(=O)(=O)Nc3nccc(C)n3)cc2)cc1OCC	.	i	i	i	i	i	-2.1	i	i	i	-4.0
Cc1cc(C)cc(NC(=O)N2CCCC2C(=O)NCc2ccco2)c1 (configuration not stated)	9.0	i	i	i	i	i	1.0	i	i	i	-5.4
CCn1c2ccccc2c2cc(NC(=O)COC(=O)c3cc(OC)c(OC)cc3OC)ccc21	-2.2	i	i	i	i	i	-2.1	i	i	i	-15.2
O=C(Cn1nnc(-c2ccc(S(=O)(=O)N3CCCC3)cc2)n1)Nc1ccccc1-n1cccc1	0.0	i	i	i	i	i	13.3	i	.	i	-5.2
CN1C(=O)N(C)C2(c3ccccc3)NC(=O)NC12c1ccccc1 (configuration not stated)	-1.7	i	i	i	i	i	5.2	i	i	i	-3.7
Cc1ccc(/C=N/NC(=O)CNC(=O)c2ccc(S(=O)(=O)N(C)C)cc2)cc1	4.7	i	i	i	i	i	8.1	i	i	i	-10.1
O=C(Cn1ncc2c([nH]c3ccccc32)c1=O)NCCc1ccc(Cl)cc1	-3.3	i	i	i	i	i	-8.7	i	i	i	-2.6
COc1ccc2nc(NC(=O)c3cnccn3)sc2c1	-9.3	i	i	i	i	i	6.7	i	i	i	-3.8
Clc1cnc2nc(SC/C=C/c3ccccc3)[nH]c2c1	.	i	i	i	i	i	-10.1	i	i	i	1.0
CN1CCCN(S(=O)(=O)c2ccccc2)CC1	1.3	i	i	i	i	i	3.9	i	i	i	-5.1
Cc1cc(OCC(=O)NCC2CCC(C(=O)O)CC2)c2c(C)cc(=O)oc2c1 (configuration not stated)	5.5	i	i	i	i	i	-0.8	i	i	i	-10.4
COc1ccc(N2CCN(c3nc(Nc4ccc(C)c(F)c4)nc(N4CCCC4)n3)CC2)cc1	.	i	i	i	i	i	-0.8	i	i	i	-6.3
Cn1cc([N+](=O)[O-])c(C(=O)Nc2nc(-c3ccc(Cl)cc3)cs2)n1	31.2	i	i	i	i	i	-2.7	i	i	i	-15.6
CCCCCCCCNC(=S)NCCN1CCCCC1	-2.7	i	i	i	i	i	8.9	i	i	i	-16.8
O=S(=O)(c1ccccc1)N(CC1CO1)c1ccccc1 (configuration not stated)	.	i	i	i	i	i	-2.6	i	i	i	-21.6
O=C(Cn1cnc2c(cnn2-c2ccc(F)cc2)c1=O)OCc1ccccc1	-4.1	i	i	i	i	i	52.6*	i	i	i	-11.7
O=C(C1CCC1)N(CCc1ccccc1)Cc1nc2ccccc2c(=O)[nH]1	0.6	i	i	i	i	i	-2.3	i	i	i	-4.8
COc1cc2c(cc1OC)CN(c1ccc(F)cc1[N+](=O)[O-])CC2	1.9	i	i	i	i	i	2.7	i	i	i	-6.0
NC(=O)COc1ccccc1C(=O)O	.	i	i	i	i	i	2.4	i	i	i	-6.4
CN(C1CCCCC1)S(=O)(=O)c1ccc(S(=O)(=O)N2CCCC2)cc1	1.3	i	i	i	i	i	4.1	i	i	i	2.4
CC(=O)c1ccc(NC(=O)CSc2ccc3nnc(-c4cccnc4)n3n2)cc1	0.9	i	i	i	i	i	7.0	i	i	i	-2.3
N#Cc1c(N)nc2c(c1-c1ccc3c(c1)OCO3)CCc1ccccc1-2	-3.5	i	i	i	13*	i	-6.8	i	i	-11*	-4.7
CCOc1ccc2c(c1)sc1nc(C(=O)OC)cc(=O)n12	-3.3	i	i	i	i	i	0.7	i	i	i	-15.3
CC(C)(C)c1ccc(C(=O)Nc2ccc(Oc3cccnc3)nc2)cc1	7.0	i	i	i	i	i	-10.4	i	i	i	-5.7
CNC(=O)c1ccc(Nc2nnc(-c3ccc(C)c(S(=O)(=O)NCC4CCCO4)c3)c3ccccc23)cc1 (configuration not stated)	-5.7	i	i	i	i	i	4.4	i	i	i	-20.1
CN1CCN(C(=O)c2cc3c(ccc4ccccc43)oc2=O)CC1	3.0	i	i	i	i	i	3.5	i	i	i	-11.7
O=C(C1CCC(=O)N(C2CC2)C1)N1CCC(Oc2cccc(C(F)(F)F)c2)CC1 (configuration not stated)	-0.8	i	i	i	i	i	-2.5	i	i	i	-19.2
O=C(Cc1c(F)cccc1Cl)NCC1CCCO1 (configuration not stated)	-0.9	i	i	i	i	i	-3.1	i	i	i	-9.3
CC(=O)c1ccc(OCc2cc(C(=O)NC(C)c3cnn(C)c3)no2)cc1 (configuration not stated)	3.3	i	i	i	i	i	15.5	i	i	i	-9.6
CCOCC(=O)NCc1ccc2c(c1)cc(C)n2C	5.3	i	i	i	i	i	-2.7	i	i	i	-3.9
NC1=C(c2ccc([N+](=O)[O-])cc2)C(=O)CO1	-0.3	i	i	i	i	i	0.8	i	i	i	-7.7
COc1ccc(C(=O)CSc2nnc(CN3CCCCC3)n2-c2ccc(F)cc2)cc1	-3.4	i	i	i	i	i	-0.6	i	i	i	-0.2
CNS(=O)(=O)c1cccc(C(=O)NCC2(N3CCOCC3)CCCCC2)c1	-2.6	i	i	i	i	i	5.2	i	i	i	-8.5
COc1ccc(NC(=S)NCc2ccco2)cc1	23.8	i	i	i	i	i	2.4	i	i	i	-0.1
O=C1CCC/C(=N\NC(=O)c2ccc(COc3cccc4cccnc34)cc2)C1	9.4	i	i	i	i	i	-1.1	i	i	i	-12.9
CC(Sc1nncs1)C(=O)NCC(=O)Nc1ccc(F)c(F)c1F (configuration not stated)	-1.1	i	i	i	i	i	-1.9	i	i	i	-7.2
CCC(C(=O)NC1CCCC1)N(C(=O)c1snc(C(N)=O)c1N)c1ccc(OC)c(OC)c1 (configuration not stated)	-3.4	i	i	i	i	i	2.1	i	i	i	-4.6
CCOC(=O)C(CC)Sc1ncnc2nc[nH]c12 (configuration not stated)	4.0	i	i	i	i	i	-6.6	i	i	i	-15.3
Cc1ccc(S(=O)(=O)Cn2nnnc2C(c2ccccn2)N2CCN(c3ccccc3)CC2)cc1 (configuration not stated)	4.2	i	i	i	i	i	-2.7	i	i	i	-4.2
Cc1cccc(OCC(=O)NC(Cc2ccccc2)C(=O)O)c1 (configuration not stated)	-1.4	i	i	i	i	i	2.0	i	i	i	-8.8
CC(=O)N1CCC(=O)N(C(C)C)c2ccccc21	-9.1	i	i	i	i	i	4.9	i	i	i	-4.5
COc1ccc(N2CCN(C(=O)CCC(=O)c3cc(C)sc3C)CC2)cc1	0.3	i	i	i	i	i	4.6	i	i	i	-27.2
CCCOc1ccc(C(=O)N2CCN(c3ccc(NC(=O)CC)cc3Cl)CC2)cc1	16.9	i	i	i	i	i	-3.2	i	i	i	-20.0
CCOc1ccc(NC(=O)CSc2cn[nH]n2)cc1	-4.1	i	i	i	i	i	-2.3	i	i	i	-14.0
C=CCC(Nc1ccccc1)c1ccc(OC)c(OC)c1 (configuration not stated)	.	i	i	i	i	.	-1.7	i	i	i	-8.6
Cc1[nH]c(=O)c(C#N)c(C)c1Cc1ccc(Cl)cc1Cl	-6.8	i	i	i	i	i	0.8	i	i	i	-1.2
CN(CC(=O)NC1CCCCC1)S(=O)(=O)c1ccc(Cl)cc1	6.5	i	i	i	i	i	0.6	i	i	i	-8.7
CCO[C@H]1OC(C(=O)N2CCN(Cc3ccccc3)CC2)=C[C@@H](C)[C@@H]1CCCO	-6.1	i	i	i	i	i	-0.5	i	i	i	-4.0
COC(=O)c1ccc(OCC(=O)c2cccc(OC)c2)cc1	-9.9	i	i	i	i	i	3.7	i	i	i	-4.5
COC(=O)c1c(NC(=O)COC(=O)[C@@H](NS(=O)(=O)c2ccc(C)cc2)C(C)C)sc2c1CCC2	-1.3	i	i	i	i	i	-19.1	i	i	i	-11.9
NC(=O)c1ccsc1NC(=O)c1ccc(S(=O)(=O)N2CCCc3ccccc32)cc1	0.0	i	i	i	i	i	5.8	i	i	i	-8.0
Cc1nc2sccc2c(=O)n1N	.	i	i	i	i	i	-0.3	i	i	i	-3.1
Cc1ccnc(N(C(=O)c2cccs2)C(=O)c2cccs2)c1	0.5	i	i	i	i	i	13.8	i	i	i	-6.3
Fc1ccc(NC(=S)NN2CCOCC2)cc1Cl	-3.1	i	i	i	i	i	6.6	i	i	i	-7.2
NC(=O)Cn1cc(/C=N\NS(=O)(=O)c2ccc(F)cc2)c2ccccc21	2.7	i	i	i	i	i	-1.0	i	i	i	-7.7
Cc1ccccc1C(=O)NCCNC(=O)c1cnccn1	-5.2	i	i	i	i	i	-9.7	i	i	i	-8.6
CCOC(=O)c1ccc(N2C(=O)CC(C)(CC)CC2=O)cc1	.	i	i	i	i	i	2.4	i	i	i	-8.7
CCCCNC(=O)C1CC(c2ccc(C(F)(F)F)cc2)=NO1 (configuration not stated)	-6.3	i	i	i	i	i	3.8	i	i	i	-7.3
Following part:
SMILES	DYRK1A inh	PolyA inhibitor	TRPC4 potent	TRPC4 agonist	KCNQ1 inh	KCNK3 inh	Platelet DG rel	KCNQ1 pot	TRPC4 block	KCNK9 inh	hERG rescue
O=C(O)CCSc1nnc(COc2ccc([N+](=O)[O-])cc2)n1-c1ccccc1	-1.2	i	i	i	i	i	-55.3	i	i	i	0.4
COc1ccccc1NC(=O)Cn1nc(-c2ccncc2)nc1SCC(=O)NC1CCCC1	9.5	i	i	i	i	i	8.8	i	i	i	-7.7
Cc1ccc(N=Cc2c(C)[nH]n(-c3nc4ccccc4[nH]3)c2=O)cc1	-0.3	i	i	i	i	i	45.3	i	i	i	-6.6
O=C(c1ccccc1)N1CCCCCC1	2.4	i	i	i	i	i	-2.2	i	i	i	-2.6
CCOC(=O)C1CCCN(c2c(NCc3ccco3)c(=O)c2=O)C1 (configuration not stated)	2.6	i	i	i	i	i	12.7	i	i	i	-2.2
Cn1nccc1C(=O)N1CCCC(N2CCN(Cc3ccc4c(c3)OCO4)CC2)C1 (configuration not stated)	1.4	i	i	i	i	i	2.8	i	i	i	-10.6
Cc1ccccc1-c1nc(CS(=O)(=O)CC(=O)N(C)C2CCCCC2)c(C)o1	-3.9	i	i	i	i	i	35.6	i	i	i	-13.7
